Screening data from PubChem BioAssay.
HTRA1 inhibitor = inhibitors of human serine peptidase HTRA1; Q92743; recombinant HTRA1, FP-rhodamine activity-based probe, fluorescence polarization; inhibition, % at 5.96 µM; hit rate 0.5% among 340,000; AID 504803; in the data active = inhibition above about 36%;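 note: 0% = enzyme with DMSO and 100% = wells lacking enzyme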
rCAG binder = binds r(CAG) RNA repeats | r(CAG) RNA repeat, TO-PRO-1 dye displacement fluorescence | inhibition, % at 3 µM | hit rate 1.3% among 370,000;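 active = inhibition above the plate cutoff, the mean of all test compounds on that plate plus 3 SD, cut at about 35% in these data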;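 note: 0% = DMSO alone and 100% = 100 µM mitoxantrone as full dye displacement; higher means more dye released from RNA so lower well fluorescence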
LEDGF integ inh = blocks HIV-1 LEDGF/p75-dependent DNA integration; AID 743269; TR-FRET IN-LEDGF/p75 DNA integration, Eu/Cy5; hit rate 0.64% among 370,000; inhibition, % at 3.7 µM;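 active = inhibition above the screen-wide mean plus 3 SD, cut at about 13% in these data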;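 note: signal is the Cy5 over europium emission ratio at 671 and 618 nm; 0% = plate median of compound wells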
MBD2 DNA inh = inhibitors of human MBD2 binding to methylated oligonucleotide; Q9UBB5; TR-FRET; inhibition, % at 4.4 µM; hit rate 0.31% among 370,000; AID 686964; in the data active = inhibition above about 13%
mABHD4 FP = inhibitors of mouse ABHD4; Q8VD66; purified mABHD4, FP-Rh probe fluorescence polarization; inhibition, % at 8.92 µM; hit rate 0.54% among 370,000;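 active = inhibition exceeding the mean over every tested compound plus 3 SD, cut at about 30% in these data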;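 note: 0% = plate median of compound wells and 100% = S159A mutant with DMSO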
Target sequence (Q8VD66 whole entry, looked up): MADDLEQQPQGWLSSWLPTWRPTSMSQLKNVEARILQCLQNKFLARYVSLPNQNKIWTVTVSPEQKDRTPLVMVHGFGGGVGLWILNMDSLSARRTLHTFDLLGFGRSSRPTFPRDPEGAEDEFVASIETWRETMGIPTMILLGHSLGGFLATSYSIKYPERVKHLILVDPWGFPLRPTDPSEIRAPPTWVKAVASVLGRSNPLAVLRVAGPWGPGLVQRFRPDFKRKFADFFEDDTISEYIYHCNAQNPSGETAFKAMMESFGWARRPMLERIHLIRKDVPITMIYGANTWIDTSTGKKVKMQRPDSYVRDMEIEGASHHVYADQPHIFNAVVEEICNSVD
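Assay system: wild-type mouse ABHD4 protein; compound: single nominal dose of 8.92 µM, 0.89% DMSO final; schedule: 45 min + 60 min at 25 °C; measured by: FP readout, ex 525 nm / em 598 nm; evaluation: % inhibition of FP-Rh probe binding versus controls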
TCR CD3 inh = human TCR-CD3 binding inhibition; TAMRA-labeled TCR probe fluorescence, biochemical; inhibition, % at 9.4 µM; hit rate 0.37% among 360,000; in the data active = inhibition above about 19%;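 note: recombinant mutant TCR 2C K166C tagged with TAMRA read by polarization; 0% = receptor in buffer alone and 100% = receptor with positive control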
PRMT1 FP inh = inhibitors of human PRMT1 | Q99873 | recombinant PRMT1, activity-based probe fluorescence polarization | inhibition, % at 2.79 µM | hit rate 1.3% among 370,000 | AID 652257;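 active = inhibition above about 21% made by adding two undisclosed values, limit read from the data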
NPR2 activator = GC-B (human) receptor activation; P20594; HEK293-GC-B cells, CNP EC30, cGMP TR-FRET; 0% at EC30 CNP, 100% saturating CNP; activation, % at 10 µM; hit rate 0.11% among 370,000;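 active = activation at 10 µM reaching about 35% in either raw or pattern-adjusted values, limit read from the data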
TDP2 inh = blocks human TDP2 phosphodiesterase activity; O95551; AID 720702; recombinant TDP2, T5PNP hydrolysis, p-nitrophenol absorbance 415 nm; inhibition, % at 12.8 µM; hit rate 0.34% among 370,000;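 active = inhibition above the mean of all tested compounds plus 3 SD, set per campaign, cut at about 25% in these data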;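 note: 0% = DMSO with enzyme and 100% = buffer with substrate but no TDP2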
Target sequence (O95551 whole entry, looked up): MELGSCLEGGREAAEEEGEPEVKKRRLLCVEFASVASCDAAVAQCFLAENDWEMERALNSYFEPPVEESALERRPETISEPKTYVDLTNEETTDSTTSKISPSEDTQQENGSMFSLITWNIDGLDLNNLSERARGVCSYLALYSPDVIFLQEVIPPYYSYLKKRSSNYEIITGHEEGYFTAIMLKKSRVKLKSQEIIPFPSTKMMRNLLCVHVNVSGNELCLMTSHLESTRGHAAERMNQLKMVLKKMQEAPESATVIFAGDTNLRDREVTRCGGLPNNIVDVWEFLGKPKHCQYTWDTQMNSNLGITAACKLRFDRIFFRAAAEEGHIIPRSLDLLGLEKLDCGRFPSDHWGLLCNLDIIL
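System – recombinant human TDP2 · Amount – 120 nM TDP2 per well · Buffer or medium – Mg2+-containing Tris-HCl buffer, pH 7.5 · Reagent – T5PNP substrate, 5 mM · Dosing – 12.8 µM single point, 1% DMSO · Incubation – 2 h at 37 °C · Measured by – epi absorbance · Read-out basis – percent inhibition · Benchmarks – high control without enzyme, low control DMSO plus TDP2 · Repeats – singlicate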
SIAE primary = blocks human sialic acid acetylesterase; SIAE FP-Rh probe binding, fluorescence polarization; inhibition, % at 9.66 µM; hit rate 0.69% among 370,000; AID 1053197;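 active = inhibition above a cutoff: mean of compounds within the control limits plus 3 SD of those, cut at about 17% in these data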;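 note: 0% = plate median of compound wells and 100% = probe without SIAE protein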
Numbers without * were called inactive; & = joins results of further samples.

Screening O=C(c1cc(COc2ccc(F)cc2Cl)on1)N1CCCC(c2ccccc2)C1 (centres undefined) returned HTRA1 inhibitor -41, rCAG binder -3, LEDGF integ inh 0, MBD2 DNA inh 2, mABHD4 FP -8, TCR CD3 inh 2, PRMT1 FP inh 1, NPR2 activator 1, TDP2 inh -7 and SIAE primary -10.
Screening Cc1ccc(NC(=O)COc2ccc(/C=C3/NC(=O)NC3=O)cc2)cc1 returned HTRA1 inhibitor -18, rCAG binder 6, LEDGF integ inh 3, MBD2 DNA inh 2, mABHD4 FP -41, TCR CD3 inh 0, PRMT1 FP inh -1, NPR2 activator -9, TDP2 inh 9 and SIAE primary -28.
Cc1cccc(OCC(=O)NCCCNC(=O)c2ccc(C)nc2)c1 was read as HTRA1 inhibitor 2, rCAG binder -5, LEDGF integ inh 2, MBD2 DNA inh -3, mABHD4 FP 1, TCR CD3 inh 3, PRMT1 FP inh -1, NPR2 activator -1, TDP2 inh 6 and SIAE primary -4.
Screening CN1C2C=C(N(CCc3c[nH]c4ccccc34)C(=O)c3ccc(Cl)cc3)CC1CC2 (centres undefined) returned HTRA1 inhibitor 9, rCAG binder -3, LEDGF integ inh -2, MBD2 DNA inh 2, mABHD4 FP 7, TCR CD3 inh -2, PRMT1 FP inh -1, TDP2 inh 1 and SIAE primary 8.
Screening CC(=O)c1cccc(NC(=O)COC(=O)CCC(=O)c2ccc(F)cc2)c1 returned HTRA1 inhibitor -2, rCAG binder 2, LEDGF integ inh 1, MBD2 DNA inh -4, mABHD4 FP -3, TCR CD3 inh -1, PRMT1 FP inh 0, NPR2 activator 1, TDP2 inh -16 and SIAE primary -4.
Screening CC(=O)c1ccc(NC(=O)N2CCc3ccccc3C2)cc1 returned HTRA1 inhibitor 1, rCAG binder -3, LEDGF integ inh -1, MBD2 DNA inh 3, mABHD4 FP -10, TCR CD3 inh 0, PRMT1 FP inh 1, NPR2 activator 4, TDP2 inh 27* and SIAE primary -4.
For CC(C)(Oc1ccc(Cl)cc1)C(=O)NCCN1C(=O)S/C(=C/c2cccnc2)C1=O the results were HTRA1 inhibitor -2, rCAG binder -6, LEDGF integ inh -2, MBD2 DNA inh 0, mABHD4 FP 3, TCR CD3 inh -6, PRMT1 FP inh 6, NPR2 activator 0, TDP2 inh 6 and SIAE primary 1.
`COc1cc(NC(=O)c2cc(OC)c(OC)c(OC)c2)c(OC)cc1NC(=O)CN1CCCCC1` gave HTRA1 inhibitor -2, rCAG binder 1, LEDGF integ inh 1, MBD2 DNA inh 1, mABHD4 FP 5, TCR CD3 inh -4, PRMT1 FP inh -1, NPR2 activator 0, TDP2 inh 0 and SIAE primary 3.
For N#CCC[C@@H]1CC[C@]2(CCCN(C(=O)c3ccccc3)C2)O1 the results were rCAG binder 2, LEDGF integ inh -3, MBD2 DNA inh 5, mABHD4 FP -6, PRMT1 FP inh 2, NPR2 activator -5, TDP2 inh 1 and SIAE primary -3.
`N#Cc1ccccc1CSCCNC(=O)Cc1c(F)cccc1Cl` gave HTRA1 inhibitor -6, rCAG binder 0, LEDGF integ inh 0, MBD2 DNA inh 2, mABHD4 FP 3, TCR CD3 inh -1, PRMT1 FP inh 2, NPR2 activator -8, TDP2 inh 19 and SIAE primary -2.
Screening O=C(CSc1nc2ccccc2c(=O)n1-c1ccc(F)cc1F)Nc1ccc2c(c1)CCC2 returned HTRA1 inhibitor -24, rCAG binder 11, LEDGF integ inh 1, MBD2 DNA inh 3, mABHD4 FP -1, TCR CD3 inh 7, PRMT1 FP inh -3, NPR2 activator 4, TDP2 inh -10 and SIAE primary -19.
`COc1cc(C)c(Cl)cc1S(=O)(=O)NCc1ccco1` gave HTRA1 inhibitor -2, rCAG binder -3, LEDGF integ inh 2, MBD2 DNA inh -1, mABHD4 FP -3, TCR CD3 inh -4, PRMT1 FP inh 2, NPR2 activator -6, TDP2 inh 3 and SIAE primary -5.
Cc1ccc(O)c(C(=O)/C=C/c2ccc3c(c2)OCCCO3)c1 was read as HTRA1 inhibitor -31, rCAG binder 7, LEDGF integ inh 1, MBD2 DNA inh 8, mABHD4 FP -18, TCR CD3 inh 2, PRMT1 FP inh 6, NPR2 activator -11, TDP2 inh -5 and SIAE primary -10.
Screening Cc1ccc(-c2cc(C(=O)N/N=C/c3ccco3)[nH]n2)cc1 returned HTRA1 inhibitor -21, rCAG binder 6, LEDGF integ inh -1, MBD2 DNA inh 0, mABHD4 FP -11, TCR CD3 inh 3, PRMT1 FP inh -1, NPR2 activator -5, TDP2 inh 7 and SIAE primary -4.
COc1ccc(-c2ccc(CN3C(C(C)C)C(=O)N(Cc4cn(CCC5OCCO5)nn4)CCS3(=O)=O)cc2)cc1OC (centres undefined) was read as HTRA1 inhibitor 3, rCAG binder 7, LEDGF integ inh 1, MBD2 DNA inh 0, mABHD4 FP 2, TCR CD3 inh 1, PRMT1 FP inh 1, NPR2 activator -1, TDP2 inh 8 and SIAE primary -1.
For Cn1nccc1C(=O)N1CCCC(C(=O)c2ccc(Oc3ccccc3)cc2)C1 (centres undefined) the results were HTRA1 inhibitor 0, rCAG binder -4, LEDGF integ inh 4, MBD2 DNA inh 2, mABHD4 FP -4, TCR CD3 inh 2, PRMT1 FP inh -2, NPR2 activator -1, TDP2 inh -10 and SIAE primary -6.
`O=c1c2c(nc3nc(NCc4cccc(Cl)c4)[nH]n13)CCC2` gave rCAG binder -2, LEDGF integ inh -6, MBD2 DNA inh 4, mABHD4 FP 5, TCR CD3 inh -4, PRMT1 FP inh 1, NPR2 activator 0, TDP2 inh -8 and SIAE primary 1.
For O=C(CSc1ccccc1C(=O)O)NC1CCCCCC1 the results were HTRA1 inhibitor 0, rCAG binder 1, LEDGF integ inh 1, MBD2 DNA inh 2, mABHD4 FP -1, TCR CD3 inh 6, PRMT1 FP inh -2, NPR2 activator -2, TDP2 inh 21 and SIAE primary -4.
`CN(Cc1ccccc1)C(=O)CN(C1CCCCC1)S(C)(=O)=O` gave HTRA1 inhibitor 2, rCAG binder -1, LEDGF integ inh -2, MBD2 DNA inh -7, mABHD4 FP 8, TCR CD3 inh 0, PRMT1 FP inh -2, NPR2 activator 1, TDP2 inh 8 and SIAE primary 16.
Screening O=C1CCCC(O)=C1N=Nc1ccc(C(=O)O)cc1 returned HTRA1 inhibitor 40*, rCAG binder 9, LEDGF integ inh 22*, MBD2 DNA inh 15*, mABHD4 FP 29, TCR CD3 inh 18, PRMT1 FP inh 6, NPR2 activator 2, TDP2 inh -13 and SIAE primary 66*.
`NNc1ccc(Cl)c(C(=O)O)c1` gave HTRA1 inhibitor 4, rCAG binder 0, LEDGF integ inh -4, MBD2 DNA inh 2, mABHD4 FP -1, TCR CD3 inh -2, PRMT1 FP inh 8, NPR2 activator 0, TDP2 inh 8 and SIAE primary -1.
C=CCOc1ccc(/C=C/C(=O)OCC(=O)N2CCN(C(C)=O)CC2)cc1 was read as HTRA1 inhibitor 4, rCAG binder 1, LEDGF integ inh -5, MBD2 DNA inh 7, mABHD4 FP -11, TCR CD3 inh 1, PRMT1 FP inh 11, NPR2 activator -4, TDP2 inh -12 and SIAE primary 0.
For CCCC(=O)n1nc(-c2cccnc2)nc1N the results were HTRA1 inhibitor -9, rCAG binder 2, LEDGF integ inh 0, MBD2 DNA inh 7, mABHD4 FP 4, TCR CD3 inh -3, PRMT1 FP inh -2, NPR2 activator 3, TDP2 inh 10 and SIAE primary 1.
Screening COc1cc(CN2CCN(Cc3ccc(C)cc3)C(CCO)C2)ccc1O (centres undefined) returned HTRA1 inhibitor 2, rCAG binder -6, LEDGF integ inh -12, MBD2 DNA inh -9, mABHD4 FP 1, TCR CD3 inh 2, PRMT1 FP inh -1, NPR2 activator 3, TDP2 inh -5 and SIAE primary -1.
For Cc1nc(SCc2ccccc2C#N)n[nH]1 the results were HTRA1 inhibitor 5, rCAG binder -2, LEDGF integ inh 1, MBD2 DNA inh 4, mABHD4 FP 2, TCR CD3 inh 6, PRMT1 FP inh 0, NPR2 activator 7, TDP2 inh -7 and SIAE primary 0.
Screening COc1ccc(C(=O)Nc2cc(C)on2)cc1OC returned HTRA1 inhibitor 2, rCAG binder -4, LEDGF integ inh -3, MBD2 DNA inh 1, mABHD4 FP 4, TCR CD3 inh -5, PRMT1 FP inh 1, NPR2 activator 1, TDP2 inh -3 and SIAE primary 0.
C=CCn1c(=O)c(C(=O)OCC)c(O)c2ccccc21 was read as HTRA1 inhibitor 2, rCAG binder 3, LEDGF integ inh -1, MBD2 DNA inh 0, mABHD4 FP -1, TCR CD3 inh 1, PRMT1 FP inh 0, NPR2 activator 7, TDP2 inh 3 and SIAE primary 1.
For CCNC(=O)N(C)[C@H]1C[C@H]2c3[nH]c4c(-c5ccccc5)cccc4c3CCN2C(=O)[C@H]1[C@H](C)O the results were rCAG binder 4, LEDGF integ inh 6, MBD2 DNA inh 3, mABHD4 FP -7, TCR CD3 inh 9, PRMT1 FP inh -4, NPR2 activator -1, TDP2 inh -16 and SIAE primary -11.
O=C(NC1=NCCS1)C12CC3CC(CC(C3)C1)C2 was read as HTRA1 inhibitor 0, rCAG binder 2, LEDGF integ inh 7, MBD2 DNA inh -2, mABHD4 FP 0, TCR CD3 inh -9, PRMT1 FP inh 0, NPR2 activator -2, TDP2 inh -20 and SIAE primary -2.
For NCCCS(=O)(=O)O the results were HTRA1 inhibitor 9&0, rCAG binder 1&0, LEDGF integ inh 5&-1, MBD2 DNA inh -2&1, mABHD4 FP 4&-4, TCR CD3 inh -4&-3, PRMT1 FP inh -4&4, NPR2 activator 3&3, TDP2 inh 7&0 and SIAE primary -2&-5.
N#Cc1ccc(S(=O)(=O)NCC(=O)OCC(=O)N2CCCC2=O)cc1 was read as HTRA1 inhibitor -2, rCAG binder -3, LEDGF integ inh -4, MBD2 DNA inh 3, mABHD4 FP 4, TCR CD3 inh -8, PRMT1 FP inh 1, NPR2 activator -3, TDP2 inh 13 and SIAE primary 8.
Screening CCOc1ccc(C(=O)N(Cc2ccccc2)c2cccc(C)c2)cc1OC returned HTRA1 inhibitor -23, rCAG binder -9, LEDGF integ inh -3, MBD2 DNA inh 2, mABHD4 FP 4, TCR CD3 inh -3, PRMT1 FP inh 2, NPR2 activator 10, TDP2 inh 0 and SIAE primary -3.
For CN(C)C(=O)C[n+]1ccc(C(N)=O)cc1 the results were HTRA1 inhibitor 7, rCAG binder -1, LEDGF integ inh 5, MBD2 DNA inh 6, mABHD4 FP -10, TCR CD3 inh -8, PRMT1 FP inh 6, NPR2 activator -1, TDP2 inh -3 and SIAE primary -7.

Not all compounds are listed, so the mix of outcomes need not match the whole.
